HEK cytotox: Cytotoxic Profiling in HEK 293 Cell Line of Diverse Libraries Using Quantitative High-Throughput Screening; actives 6.6% (n = 94,000); HEK 293 viability, ATP luminescence (CellTiter-Glo), 48-72 h; Potency, µM (series often up to 115 µM), inactives show at the top dose activity change, negative = cytotoxicity, usual class: inhibitors; also: potency is read from the fitted curve at half-maximal effect; nearly all actives have a fitted effect of over 60% in size
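Cells seeded first (HEK 293, 250 cells/well), then compound added by pintool. Incubation ran 48 or 72 hr at 37 degree Celsius. CellTiter-Glo was added and luminescence imaged after 10 min at room temperature.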
IP6K1 inhibitor: Primary qHTS assay for small molecule inhibitors of Inositol hexaphosphate kinase 1 (IP6K1) | Inositol hexakisphosphate kinase 1 (Homo sapiens), Q92551 | IP6K1 kinase, ADP-Glo luminescence, 2 h; stronger effect = lower value | actives 0.81% (n = 140,000) | activity change, % (series mostly up to about 58 µM); in the data active = activity change below about -25%
Target sequence (Q92551 whole entry, looked up): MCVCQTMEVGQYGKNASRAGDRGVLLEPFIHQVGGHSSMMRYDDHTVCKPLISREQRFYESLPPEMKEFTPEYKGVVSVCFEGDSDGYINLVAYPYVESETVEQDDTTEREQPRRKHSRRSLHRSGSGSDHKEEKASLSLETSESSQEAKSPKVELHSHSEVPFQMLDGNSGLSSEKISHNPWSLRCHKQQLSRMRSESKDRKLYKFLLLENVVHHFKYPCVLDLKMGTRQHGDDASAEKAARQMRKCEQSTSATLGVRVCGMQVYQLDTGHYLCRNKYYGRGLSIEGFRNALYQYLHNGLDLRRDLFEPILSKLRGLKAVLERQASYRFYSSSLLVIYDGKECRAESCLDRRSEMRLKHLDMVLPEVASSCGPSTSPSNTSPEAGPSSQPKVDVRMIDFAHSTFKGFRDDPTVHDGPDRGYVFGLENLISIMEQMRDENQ
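ADP-Glo luminescence measures ADP made by human IP6K1 during a 2 h RT reaction with ATP/IP6 (mix at 1.3 mM/130 uM); top library doses 57.5 and 19.1 uM final.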
HEK293 viab: GF-AFC viability counterscreen for inhibitors of alpha-synuclein gene (SNCA) expression | actives 0.12% (n = 150,000) | HEK-293-SNCA-luc viability, GF-AFC fluorescence, 24 h | Potency, µM (top dose mostly 57.1 µM), inactives show at the highest dose activity change, negative = cytotoxicity, actives largely listed as cytotoxic;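 also: potency is read from the fitted curve at half-maximal effect; 0% = DMSO-treated cells and -100% = medium-only wells without cells; nearly all actives have a fitted effect of over 30% in size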
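HEK-293-SNCA-luc cells (1500/well) plated 24 h, then exposed 24 h to a dilution series; GF-AFC added 30 min at 37C, fluorescence 405/540 nm; normalised to medium-only and DMSO wells, Hill fit.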
3T3 cytotox: Cytotoxic Profiling in NIH 3T3 Cell Line of Diverse Libraries Using Quantitative High-Throughput Screening; NIH 3T3 viability, CellTiter-Glo ATP luminescence, 48-72 h; Potency, µM (series often up to 96.7 µM), without a hit: at the highest dose activity change, negative = cytotoxicity, usual class: inhibitors; actives 4.3% (n = 94,000); AID 1345082, 2018; also: potency is read from the fitted curve at half-maximal effect; nearly all actives have a fitted effect of over 55% in size
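Cytotoxicity was measured by CellTiter-Glo ATP luminescence after 48 or 72 h compound exposure at 37 °C. Mouse NIH 3T3 fibroblasts were seeded at 400 cells/well and dosed by 23 nL pin transfer.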
SNCA expr inh: Primary qHTS assay for inhibitors of alpha-synuclein gene (SNCA) expression; Potency, µM (top dose mostly 57.2 µM), for the others: at the highest dose activity change, negative = inhibition, most hits filed as inhibitors; actives 0.17% (n = 140,000); HEK-293 SNCA-luciferase knock-in, luminescence, 24 h; AID 1671194, 2021;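 also: potency is read from the fitted curve at half-maximal effect; plate controls were DMSO cells for no effect and cell-free wells for full effect; nearly all actives have a fitted effect of over 45% in size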
GPT2 inh: Primary qHTS assay for inhibitors of Glutamate pyruvate transaminase 2 (GPT2); Alanine aminotransferase 2 (Homo sapiens), Q8TD30; Recombinant GPT2, coupled pyruvate oxidase/HRP Amplex Red fluorescence; Potency, µM (series often up to 57.7 µM), for inactives: top-dose activity change, negative = inhibition, hits mostly inhibitors; actives 0.25% (n = 100,000); also: potency is read from the fitted curve at half-maximal effect; nearly all actives have a fitted effect of over 60% in size; many of its hits are not listed in these tables
Target sequence (Q8TD30 whole entry, looked up): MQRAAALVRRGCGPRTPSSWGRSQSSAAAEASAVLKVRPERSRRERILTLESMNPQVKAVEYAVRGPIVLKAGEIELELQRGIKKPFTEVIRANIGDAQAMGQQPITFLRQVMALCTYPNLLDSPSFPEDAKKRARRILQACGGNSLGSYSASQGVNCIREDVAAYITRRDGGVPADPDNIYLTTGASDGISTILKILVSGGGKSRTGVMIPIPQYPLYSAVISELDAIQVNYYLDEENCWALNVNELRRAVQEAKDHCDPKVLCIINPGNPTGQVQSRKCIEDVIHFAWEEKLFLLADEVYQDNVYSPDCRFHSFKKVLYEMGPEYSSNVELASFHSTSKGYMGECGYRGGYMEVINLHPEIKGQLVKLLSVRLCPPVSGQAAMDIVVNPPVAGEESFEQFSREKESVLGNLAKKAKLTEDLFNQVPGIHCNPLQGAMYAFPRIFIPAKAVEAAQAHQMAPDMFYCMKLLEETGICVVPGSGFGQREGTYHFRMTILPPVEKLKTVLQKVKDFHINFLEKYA
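Inhibition is scored from Amplex Red fluorescence generated when pyruvate oxidase and HRP act on pyruvate released by GPT2. Reactions contain 10ng/uL enzyme, 250uM a-KG and 2mM L-alanine and run 30 min at room temperature.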
Luciferase inh: Firefly luciferase inhibition profiling of diverse chemical library using quantitative high-throughput screening; Luciferin 4-monooxygenase (Photinus pyralis), P08659; purified P. pyralis luciferase, luminescence, biochemical; Potency, µM (titrated, usually from 115 µM), inactives show top-dose activity change, negative = inhibition, most hits filed as inhibitors; actives 2.5% (n = 76,000); AID 1347043, 2019; also: potency is read from the fitted curve at half-maximal effect; nearly all actives have a fitted effect of over 65% in size
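Cell-free enzyme assay, 10nM P. pyralis luciferase, luciferin and ATP each at 10uM. Inhibition profiled over a 6-point titration, read as luminescence.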
* = called active by the depositor; [ ] = dose if it differs, or a comment. Unless noted, calls follow the shape of the dose curve; as a rule, active = well fitted curve in the direction sought with a large enough effect; inconclusive = small, poorly fitted or top-dose-only effect, or another doubt; inactive = no such curve, though single readings can be large; an effect the other way counts as inactive or inconclusive. Unless noted, % is scaled to controls: 0 for no effect and ±100 for the full control effect.

For O=C(Nc1ccc2nc(SCc3ccccc3)sc2c1)c1cccc(F)c1 the results were IP6K1 inhibitor 6.2, HEK293 viab 14.2% and SNCA expr inh 35.2%.
For CC1(C(=O)NCc2cccnc2)CCCc2cnc(Nc3ccccc3)nc21 (configuration not stated) the results were HEK cytotox -28.0%[172 µM], IP6K1 inhibitor -1.5, HEK293 viab -28.1%[87.6 µM], 3T3 cytotox inconclusive, SNCA expr inh -27.3%[87.6 µM], GPT2 inh -15.5%[88.5 µM] and Luciferase inh 6.3%[172 µM].
Cc1ccc(-c2nnc3c4ccccc4c(C)nn23)cc1NC(=O)c1ccccc1 was read as IP6K1 inhibitor -6.5, HEK293 viab -0.8% and SNCA expr inh 38.4%[activator].
CN1C[C@@H]2CCCN3CCC[C@@H]([C@H]23)[C@H]1CCCC(=O)NCCC1=CCCCC1 was read as HEK cytotox inconclusive, IP6K1 inhibitor 10.6, HEK293 viab -4.7%, 3T3 cytotox -24.9%, SNCA expr inh 11.1%, GPT2 inh -0.2% and Luciferase inh -8.5%.
Screening CC1(C)CC[C@]2(C(=O)O)CC[C@]3(C)C(=CCC4[C@@]5(C)C[C@@H](O)[C@H](O)C(C)(C)C5CC[C@]43C)[C@@H]2[C@@H]1O (some centres not stated) returned IP6K1 inhibitor 11.7, HEK293 viab 13.1%[23.9 µM] and GPT2 inh -16.0%[27.3 µM].
For Cc1cc(C)cc(-c2nc(C3CC(=O)N(c4ccc(Cl)cc4)C3)no2)c1 (configuration not stated) the results were HEK cytotox inconclusive, IP6K1 inhibitor -3.8, HEK293 viab 10.4%, 3T3 cytotox inconclusive, SNCA expr inh 2.6%, GPT2 inh inactive and Luciferase inh -7.4%.
`CCn1cc2nc(SCC(=O)Nc3ccccc3C(F)(F)F)n(Cc3ccc(C)cc3)c(=O)c2n1` gave IP6K1 inhibitor -13.0, HEK293 viab -25.7% and SNCA expr inh inconclusive.
Screening COc1cccc(CNC(=O)c2ccc3c(=O)n4nc(Nc5ccccc5)sc4nc3c2)c1 returned IP6K1 inhibitor 10.3, HEK293 viab -13.8% and SNCA expr inh 16.5%.
Cc1ncsc1CN1CCCCCCN(C)C(=O)[C@@H]2CCC[C@@H]21 was read as HEK cytotox inactive, IP6K1 inhibitor 0.8, HEK293 viab 8.5%, 3T3 cytotox 2.5%, SNCA expr inh 0.8%, GPT2 inh inactive and Luciferase inh -0.9%.
O=C(Cn1c(=O)n(-c2ccccc2)c(=O)c2c3c(sc21)CCCC3)Nc1ccc(F)cc1F was read as IP6K1 inhibitor 6.2, HEK293 viab -11.4% and SNCA expr inh 2.4%.
For COc1ccc(C2Cn3nnc(-c4nc(C)no4)c3CO2)cc1 (configuration not stated) the results were HEK cytotox -10.5%, IP6K1 inhibitor -2.6, HEK293 viab 4.0%, 3T3 cytotox -16.0%, SNCA expr inh -9.4%, GPT2 inh inactive and Luciferase inh 2.5%.
COCCC(=O)N1CCC2(CCN(CC(=O)O)CC2)C(CO)C1 (configuration not stated) was read as HEK cytotox -3.9%, IP6K1 inhibitor -8.9, HEK293 viab -0.9%, 3T3 cytotox 0.0%, SNCA expr inh -10.9%, GPT2 inh -9.2% and Luciferase inh 2.5%.

2 compounds drawn at random from those above:
Screening CC1(C)CC[C@]2(C(=O)O)CC[C@]3(C)C(=CCC4[C@@]5(C)C[C@@H](O)[C@H](O)C(C)(C)C5CC[C@]43C)[C@@H]2[C@@H]1O (some centres not stated) returned IP6K1 inhibitor 11.7, HEK293 viab 13.1%[23.9 µM] and GPT2 inh -16.0%[27.3 µM].
For COc1ccc(C2Cn3nnc(-c4nc(C)no4)c3CO2)cc1 (configuration not stated) the results were HEK cytotox -10.5%, IP6K1 inhibitor -2.6, HEK293 viab 4.0%, 3T3 cytotox -16.0%, SNCA expr inh -9.4%, GPT2 inh inactive and Luciferase inh 2.5%.

Other entries follow.
For CCc1ccccc1NC(=O)c1ccc2[nH]c(C)c(C)c2c1 the results were IP6K1 inhibitor 17.6, HEK293 viab 2.5% and SNCA expr inh 131.4%[activator].
For COc1ccc(C(=O)NC2CC2)c(OC2CCN(Cc3cccc(SC)c3)CC2)c1 the results were HEK cytotox inconclusive, IP6K1 inhibitor 11.9, HEK293 viab inconclusive, 3T3 cytotox inconclusive, SNCA expr inh inconclusive, GPT2 inh inactive and Luciferase inh -9.8%.
Cc1cc(-c2nc(C3CCOC3)no2)c2ccccc2n1 (configuration not stated) was read as HEK cytotox 0.3%, IP6K1 inhibitor -4.6, HEK293 viab 0.0%, 3T3 cytotox inconclusive, SNCA expr inh 3.6%, GPT2 inh 1.5% and Luciferase inh 7.1%.
For CNC(=O)N1CCCC1c1nc(C2CN(C(=O)c3nccn3C)C2)no1 (configuration not stated) the results were HEK cytotox inactive, IP6K1 inhibitor 18.7, HEK293 viab 5.2%[12.5 µM], 3T3 cytotox inactive, SNCA expr inh 30.4%[activator], GPT2 inh inactive and Luciferase inh -2.3%.
COc1ccc(CCN2C(=O)c3oc4ccc(F)cc4c(=O)c3C2c2ccc(C(C)(C)C)cc2)cc1 (configuration not stated) was read as IP6K1 inhibitor 1.6, HEK293 viab 6.6% and SNCA expr inh 38.8%[activator].
For COc1ccc(NC(=O)C2CCN(S(=O)(=O)c3ccc4[nH]c(=O)ccc4c3)CC2)cc1Cl the results were IP6K1 inhibitor 10.0, HEK293 viab 5.8% and SNCA expr inh 17.7%.
For O=C(CCC1N=C2c3ccccc3N=C(SCc3ccccc3F)N2C1=O)NCc1ccc(F)cc1 (configuration not stated) the results were IP6K1 inhibitor -12.9, HEK293 viab -0.6% and SNCA expr inh 1.0%.
`COc1ccc(CC(=O)NC2CCN(C(=O)c3ccc(-c4ccccc4OC)cc3)CC2)cc1` gave HEK cytotox inconclusive, IP6K1 inhibitor 3.6, HEK293 viab -2.4%[12.5 µM], 3T3 cytotox 39.8µM*, SNCA expr inh -9.2% and GPT2 inh inactive.
`CCOCCCNC(=O)CN1CC2CC(C1)[C@H]1CCCC(=O)N1C2` (some centres not stated) gave HEK cytotox -5.0%, IP6K1 inhibitor 7.9, HEK293 viab 8.9%, 3T3 cytotox -8.4%, SNCA expr inh 41.3%[activator], GPT2 inh 2.0% and Luciferase inh -9.2%.
Screening C[C@@H](NC(=O)[C@H](O)c1cc(F)cc(F)c1)C(=O)N[C@@H]1C(=O)N(C)c2ccccc2-c2ccccc21 returned IP6K1 inhibitor 9.5, HEK293 viab -5.2% and GPT2 inh 3.1%.
For COc1cccc(C(=O)N2CCC(C(=O)N3CCC4(CC3)CC(=O)Nc3ccccc3O4)CC2)c1 the results were HEK cytotox inconclusive, IP6K1 inhibitor -1.4, HEK293 viab -2.5%, 3T3 cytotox -8.7%, SNCA expr inh 9.9% and GPT2 inh -3.3%.
For Cc1ccc(CN2CC(Oc3ccccc3C(=O)NCc3ccccc3)C2)o1 the results were HEK cytotox inconclusive, IP6K1 inhibitor 8.0, HEK293 viab -18.4%, 3T3 cytotox inconclusive, SNCA expr inh -2.7%, GPT2 inh inactive and Luciferase inh 2.3%.
For Cc1nc2ccc(S(=O)(=O)CCC(=O)Nc3ccc(Cl)cc3)cc2s1 the results were IP6K1 inhibitor -0.9, HEK293 viab 2.1% and SNCA expr inh 23.2%.
`CS(=O)(=O)Cc1ccc(-c2ccc(F)cc2C(F)(F)F)nc1` gave HEK cytotox inactive, IP6K1 inhibitor -4.4, HEK293 viab 3.5%, 3T3 cytotox -5.1%, SNCA expr inh -10.4%, GPT2 inh -2.7% and Luciferase inh 5.7%.
COCc1cc(NCCSCc2ccccc2C)ncn1 was read as HEK cytotox inconclusive, IP6K1 inhibitor -15.9, HEK293 viab 3.0%, 3T3 cytotox inconclusive, SNCA expr inh 14.4%, GPT2 inh -3.4% and Luciferase inh 5.8%.
Screening CCOC(=O)c1cnc2ccc(Br)cc2c1NCCN1CCOCC1 returned IP6K1 inhibitor 6.8, HEK293 viab -1.9% and SNCA expr inh 9.1%.
`CCN(C(=O)C1CCN(S(=O)(=O)c2cc(Br)cc3c2N(C(C)=O)CC3)CC1)c1cccc(C)c1` gave IP6K1 inhibitor 5.6, HEK293 viab inconclusive and SNCA expr inh -7.0%.
`Cc1ccc(C2Cn3nnc(-c4noc(COc5ccccc5)n4)c3CO2)cc1` (configuration not stated) gave HEK cytotox -9.2%, IP6K1 inhibitor -9.8, HEK293 viab 1.5%, 3T3 cytotox -24.6%, SNCA expr inh 2.0%, GPT2 inh -5.3% and Luciferase inh 0.6%.
Cc1ccc(NC(=O)CN2C(=O)NC(c3ccccc3Cl)C3=C2COC3=O)cc1 (configuration not stated) was read as HEK cytotox inconclusive, IP6K1 inhibitor 12.1, HEK293 viab 3.4%, 3T3 cytotox -15.3%, SNCA expr inh -19.3%, GPT2 inh 0.9% and Luciferase inh inconclusive.
Cc1ccccc1-c1nn2c(=O)cc(CN3CCN(C(=O)c4ccccc4Br)CC3)nc2s1 was read as IP6K1 inhibitor 41.6, HEK293 viab -2.4% and SNCA expr inh 13.8%.
Screening CCCCCCCCc1ccc(CCC(N)(CO)CO)cc1 returned HEK293 viab 9.4%, SNCA expr inh 1.7% and GPT2 inh inactive.
O=C(CCC[C@@H]1[C@H]2CCCN3CCC[C@@H](CN1C(=O)Cc1ccc(F)cc1)[C@@H]23)N1CCOCC1 was read as HEK cytotox 16.2%, IP6K1 inhibitor -5.9, HEK293 viab 0.5%, 3T3 cytotox inactive, SNCA expr inh -9.7%, GPT2 inh inactive and Luciferase inh 29.4%.
For CCCN1CCN(CCCNC(=O)c2c(C)nn(-c3ccc(F)cc3)c2-n2cccc2)CC1 the results were IP6K1 inhibitor 6.8, HEK293 viab 4.4% and SNCA expr inh -11.4%.
For CC(=O)Nc1ccc(NC(=O)c2cc3c(n2C)CCN(Cc2ccccc2)C3)cc1 the results were HEK cytotox -13.5%, IP6K1 inhibitor -8.9, HEK293 viab 9.2%, 3T3 cytotox -22.7%, SNCA expr inh 32.6%, GPT2 inh -24.6% and Luciferase inh 1.5%.
For O=C(NCc1cccnc1)C1CCCCN1Cc1ccc(-c2ccsc2)cc1 (configuration not stated) the results were HEK cytotox inconclusive, IP6K1 inhibitor -11.3, HEK293 viab 20.5%, 3T3 cytotox inconclusive, SNCA expr inh 2.4% and GPT2 inh inactive.
`COCC(=O)N[C@@H]1CN(Cc2cn(C)nc2C)C[C@H]1CO` gave HEK cytotox -7.0%, IP6K1 inhibitor 5.0, HEK293 viab inconclusive, 3T3 cytotox -4.7%, SNCA expr inh 8.3%, GPT2 inh inactive and Luciferase inh 6.1%.
For Cc1cnc(-c2ccncc2)n1CCN the results were HEK cytotox -10.7%, IP6K1 inhibitor -1.6, HEK293 viab -11.1%, 3T3 cytotox -2.6%, SNCA expr inh -12.4%, GPT2 inh inactive and Luciferase inh -0.4%.
